PLCb3 inh – blocks human PLC-beta3 enzyme activity; Q01970; Purified PLC-beta3, fluorogenic substrate, fluorescence; inhibition, % at 12.2 µM; 370,000 compounds, 0.18% hits; AID 720704; in the data active means inhibition above about 11%;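 further: 0% = median of compound wells on plate and 100% = full blocker control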
Target sequence (Q01970 whole entry, looked up): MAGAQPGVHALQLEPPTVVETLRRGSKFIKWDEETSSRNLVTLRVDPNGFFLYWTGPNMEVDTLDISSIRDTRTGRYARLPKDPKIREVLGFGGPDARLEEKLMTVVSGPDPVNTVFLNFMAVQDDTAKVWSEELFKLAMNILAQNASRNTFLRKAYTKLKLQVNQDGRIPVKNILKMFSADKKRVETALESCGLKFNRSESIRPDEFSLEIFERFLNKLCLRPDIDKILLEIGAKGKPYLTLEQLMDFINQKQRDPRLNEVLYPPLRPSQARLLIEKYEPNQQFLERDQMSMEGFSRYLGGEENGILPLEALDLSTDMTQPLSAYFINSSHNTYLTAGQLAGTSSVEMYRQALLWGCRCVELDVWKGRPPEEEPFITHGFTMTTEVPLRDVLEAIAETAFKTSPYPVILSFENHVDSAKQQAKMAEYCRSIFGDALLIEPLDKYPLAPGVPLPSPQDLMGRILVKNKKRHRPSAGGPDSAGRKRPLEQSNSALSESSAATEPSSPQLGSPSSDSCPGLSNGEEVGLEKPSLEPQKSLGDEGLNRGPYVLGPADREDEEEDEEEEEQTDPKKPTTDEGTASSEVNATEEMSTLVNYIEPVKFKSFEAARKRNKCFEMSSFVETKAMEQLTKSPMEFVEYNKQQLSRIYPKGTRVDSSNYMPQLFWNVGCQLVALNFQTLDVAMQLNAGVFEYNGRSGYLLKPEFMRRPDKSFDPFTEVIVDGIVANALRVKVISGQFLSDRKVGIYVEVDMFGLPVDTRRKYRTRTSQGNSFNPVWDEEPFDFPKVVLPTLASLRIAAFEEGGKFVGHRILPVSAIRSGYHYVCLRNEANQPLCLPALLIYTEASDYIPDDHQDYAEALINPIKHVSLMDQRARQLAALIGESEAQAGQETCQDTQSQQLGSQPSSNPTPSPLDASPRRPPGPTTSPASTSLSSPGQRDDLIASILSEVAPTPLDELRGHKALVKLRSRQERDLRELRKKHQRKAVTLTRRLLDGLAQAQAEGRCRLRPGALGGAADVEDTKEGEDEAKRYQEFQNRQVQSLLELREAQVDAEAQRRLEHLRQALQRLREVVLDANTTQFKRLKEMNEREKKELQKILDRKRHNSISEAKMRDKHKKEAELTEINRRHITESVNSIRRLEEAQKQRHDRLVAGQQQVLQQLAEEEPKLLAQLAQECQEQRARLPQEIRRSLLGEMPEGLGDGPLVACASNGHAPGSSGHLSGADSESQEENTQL
DAX1 inh-1 – inhibitors of DAX1 repression of SF-1 activated StAR promoter; HEK293T StAR-luciferase reporter, SF-1/DAX-1 repression relief; inhibition, % at 6.8 µM; 370,000 compounds, 1.1% hits; AID 652010;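 active means inhibition above the mean over all tested compounds plus 3 SD, cut at about 3.6% in these data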;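 further: 0% = DAX-1 cells with DMSO and 100% = cells lacking DAX-1 with DMSO; higher inhibition means more luminescence from relief of DAX-1 repression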
hgDAF12 agonist – hgDAF-12 agonism, primary luciferase screen | HEK293 GAL4-hgDAF12 UAS-luciferase reporter, agonist luminescence; normalized to butyrate control | activation, % at 6.8 µM | 370,000 compounds, 1.8% hits;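 active means activation above a cutoff set at the mean of all screened compounds plus 3 SD, cut at about 10% in these data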;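 further: 0% = DMSO wells and 100% = sodium butyrate wells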
SMARCA2 activ – SMARCA2 function activation, primary screen | MG213 cells, MMTV-luciferase reporter, dexamethasone, overnight | activation, % at 9.1 µM | 370,000 compounds, 1% hits | AID 652017; in the data active means activation above about 7.8%;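 further: 0% = vehicle wells and 100% = reference activator wells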
FXN GAA850 act – increases GAA850 frataxin promoter reporter activity; HEK293 lucGAA850 FXN promoter luciferase reporter, 24 h; percent of 10 µM SAHA response; activation, % at 6 µM; 360,000 compounds, 0.56% hits; AID 540364;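 active means activation above the average of all compounds screened plus 3 SD, cutoff fixed separately per campaign, cut at about 7.5% in these data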;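 further: 0% = DMSO wells and 100% = 10 µM SAHA wells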
PG9 Ab binder – binds the HIV-1 gp120 antibody PG9 | TR-FRET gp120-PG9 antibody binding | inhibition, % at 6.7 µM | 360,000 compounds, 0.43% hits; in the data active means inhibition above about 8.5%
Rev-erbA mod – modulators of human Rev-erb alpha DNA binding; Rev-erbα–FITC-DNA binding, fluorescence polarization, 90 min; activity, % at 10 µM; 370,000 compounds, 0.79% hits;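 active means activity above about 14%, limit read from the data; passing the limit was not always enough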;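 further: 0% = DMSO wells with 35 nM protein and 100% = DMSO wells with 750 nM protein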
ssDAF-12 act – activates DAF-12 receptor from parasite S. stercoralis | HEK293 ssDAF-12/GRIP1 lit1-tk-luc reporter, luminescence; % of 3 µM dafachronic acid response | activation, % at 6.8 µM | 370,000 compounds, 1% hits | AID 652126;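 active means activation above the mean over all tested compounds plus 3 SD, cut at about 0.9% in these data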;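 further: 0% = DMSO-only wells and 100% = 3 µM delta7-dafachronic acid wells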
sPLA2-III inh – Inhibits HGIII-sPLA2 liposome hydrolysis, primary screen | Q9NZ20 | QFRET BODIPY PC-A2 liposome hydrolysis, fluorescence | inhibition, % at 12.2 µM | 370,000 compounds, 0.56% hits;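 active means inhibition above mean plus 3 SD of compounds lying within the high and low control bounds, cut at about 19% in these data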;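 further: 0% = median of test compound wells and 100% = no enzyme DMSO wells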
hcDAF12 agonist – activators of H. contortus DAF-12 nuclear receptor. HEK293 hcDAF-12 lit1-tk-luc reporter, luminescence; 0% DMSO, 100% Δ7-dafachronic acid. activation, % at 6.8 µM. 370,000 compounds, 1.4% hits. AID 652067;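 active means activation above the mean of all tested compounds plus 3 SD, cut at about 5.5% in these data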;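 further: 100% = response to 3 µM Δ7-dafachronic acid high control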
DAX1 inh-2 – inhibitors of human orphan nuclear receptor DAX1 (NR0B1) | P51843 | HEK293 Gal4-DAX1 luciferase reporter, luminescence | inhibition, % at 6.75 µM | 340,000 compounds, 0.99% hits | AID 504766;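 active means inhibition above the mean over all tested compounds plus 3 SD, cut at about 4.2% in these data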;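 further: 0% = DAX1-transfected cells with DMSO and 100% = empty-vector control cells with DMSO; inhibition shows as a rise in luminescence from relieved DAX1 repression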
The depositor's hits bear a star; · = no result given.

Sample of the layout:
SMILES | PLCb3 inh | DAX1 inh-1 | hgDAF12 agonist | SMARCA2 activ | FXN GAA850 act | PG9 Ab binder | Rev-erbA mod | ssDAF-12 act | sPLA2-III inh | hcDAF12 agonist | DAX1 inh-2
COc1cccc(C(=O)NCC2CCCN(C(=O)c3ccc(C=O)cc3)C2)c1OC (stereo unspecified) | -5.5 | -1.0 | 0.4 | 0.6 | 1.8 | -2.7 | 2.8 | -0.6 | -1.1 | 1.5 | -0.3
Cc1cc(C)n(CC(O)Cn2cnc3c2c(=O)n(C)c(=O)n3C)n1 (stereo unspecified) | -0.3 | -0.2 | -1.3 | -1.8 | -1.8 | 0.0 | -7.2 | -0.6 | 2.2 | -0.3 | 1.1
CC(C)(C)n1nnnc1C(c1ccc(Cl)cc1)N(Cc1cccnc1)Cc1ccco1 (stereo unspecified) | -0.5 | -0.9 | 0.8 | -0.5 | -0.7 | 0.7 | -0.6 | -1.6 | -5.2 | -1.8 | -0.3
CC(C)C(NC(=O)c1ccc2c(c1)OCCO2)c1nc2ccccc2[nH]1 (stereo unspecified) | -4.0 | -0.5 | 0.9 | -2.8 | -3.9 | -0.4 | 2.1 | -0.7 | -1.5 | 0.3 | -0.2

Results, repeating the preview:
SMILES | PLCb3 inh | DAX1 inh-1 | hgDAF12 agonist | SMARCA2 activ | FXN GAA850 act | PG9 Ab binder | Rev-erbA mod | ssDAF-12 act | sPLA2-III inh | hcDAF12 agonist | DAX1 inh-2
COc1cccc(C(=O)NCC2CCCN(C(=O)c3ccc(C=O)cc3)C2)c1OC (stereo unspecified) | -5.5 | -1.0 | 0.4 | 0.6 | 1.8 | -2.7 | 2.8 | -0.6 | -1.1 | 1.5 | -0.3
Cc1cc(C)n(CC(O)Cn2cnc3c2c(=O)n(C)c(=O)n3C)n1 (stereo unspecified) | -0.3 | -0.2 | -1.3 | -1.8 | -1.8 | 0.0 | -7.2 | -0.6 | 2.2 | -0.3 | 1.1
CC(C)(C)n1nnnc1C(c1ccc(Cl)cc1)N(Cc1cccnc1)Cc1ccco1 (stereo unspecified) | -0.5 | -0.9 | 0.8 | -0.5 | -0.7 | 0.7 | -0.6 | -1.6 | -5.2 | -1.8 | -0.3
CC(C)C(NC(=O)c1ccc2c(c1)OCCO2)c1nc2ccccc2[nH]1 (stereo unspecified) | -4.0 | -0.5 | 0.9 | -2.8 | -3.9 | -0.4 | 2.1 | -0.7 | -1.5 | 0.3 | -0.2
O=C(CCl)N(c1ccccc1)C1CCCCC1 | -6.1 | -4.8 | -5.7 | -11.1 | -11.1 | 1.1 | 1.6 | -2.4 | 4.0 | -2.8 | -4.8
COC(=O)c1sccc1-n1cccc1C(=O)C(=O)N1CC(C)OC(C)C1 (stereo unspecified) | 2.2 | 0.2 | -1.8 | -0.8 | 0.5 | 1.4 | -0.2 | -1.0 | -0.7 | 0.0 | -0.2
C[C@H](CO)N1C[C@H](C)[C@@H](CN(C)S(=O)(=O)c2ccc(F)cc2)Oc2ccc(NC(=O)C3CC3)cc2C1=O | 8.1 | 0.6 | -1.1 | 0.1 | 0.2 | -1.9 | 0.6 | -0.8 | -5.9 | -1.6 | -0.3
CN(Cc1ccccc1)C(=O)c1ccc(NC(=O)Cc2ccc(NC(=O)C3CCN(C(=O)C4CC4)CC3)cc2)cc1 | 3.7 | 0.0 | 2.9 | -4.3 | · | -0.6 | 4.2 | -0.6 | -6.6 | 0.3 | ·
COc1ccc(/C=N/NC(=O)CN2CCN(Cc3ccccc3)CC2)cc1Br | -5.6 | 0.1 | -0.3 | -0.6 | 1.2 | -1.5 | 11.4 | -1.3 | 2.3 | -0.7 | 1.1
CCCOc1ccc(C(=O)CCC(=O)OCC(=O)N2CC(=O)Nc3ccccc32)cc1 | 3.8 | -0.3 | -0.9 | 2.0 | 1.0 | -1.1 | 0.2 | -1.4 | -8.4 | -1.5 | -0.1
O=C(NCc1ccccc1)c1onc(CSc2ccccc2)c1C(=O)NCc1ccccc1 | -5.7 | -0.2 | 3.2 | 0.0 | -1.3 | -1.9 | -3.7 | -1.0 | -14.1 | -0.7 | 0.8
CNS(=O)(=O)c1cc(NC(C)=O)c(C)cc1C | 0.8 | 1.4 | 8.1 | -1.9 | 1.3 | -0.2 | 0.6 | -0.9 | 4.4 | -1.3 | 0.4
OCCc1c[nH]c2ccc(OCc3ccccc3)cc12 | -1.3 | -0.1 | 5.3 | -1.1 | -0.4 | -2.2 | 4.4 | -0.4 | -66.5 | 1.2 | 0.7
CCn1c(O)c(C=Nc2ccccc2)n(-c2ccccc2)c1=S | 1.4 | 0.0 | 1.0 | -0.2 | 2.0 | -2.2 | -3.0 | -0.8 | -1.8 | 2.0 | 0.3
Cc1c(N(C)S(=O)(=O)c2cccc(C(=O)NC(C)C)c2)c(=O)n(-c2ccccc2)n1C | -11.6 | -0.2 | 2.6 | -0.8 | 0.2 | 1.2 | -2.8 | -0.9 | -2.1 | 0.7 | 0.3
CN(C)c1nc(N)c([N+](=O)[O-])c(NCC2CCCO2)n1 (stereo unspecified) | -1.1 | -0.3 | -2.4 | -0.5 | 3.9 | -1.2 | -9.1 | 0.0 | -3.5 | -1.7 | ·
CC(NC(=O)c1cccnc1)C(=O)N1CCCCC1 (stereo unspecified) | 3.1 | 0.5 | -1.0 | 0.2 | -1.0 | -4.7 | 0.2 | -1.3 | 8.1 | -1.0 | -0.1
Cc1nnc(SCC(=O)Nc2ccc(S(=O)(=O)N3CCCCC3)cc2)s1 | -0.1 | 0.0 | -0.8 | 0.1 | 1.1 | 1.2 | · | -1.5 | -16.3 | -1.2 | 0.3
COC(=O)c1cc(COC(=O)CNC(=O)c2ccc(Br)cc2)oc1C | -2.8 | -0.5 | 2.8 | 0.1 | -1.2 | 0.1 | -5.9 | -0.8 | -3.6 | -0.8 | 1.0
Cc1ccc(NC(=O)C2CCN(c3nnc(-n4cccc4)s3)CC2)c(C)c1 | 1.1 | 0.4 | -0.4 | -5.8 | · | · | 0.2 | -1.4 | -2.5 | -1.1 | ·
COc1ccc(OC)c(NC(=O)C(=O)NNC(=O)C23CC4CC(CC(C4)C2)C3)c1 | -4.0 | -0.2 | -1.6 | -2.4 | -0.6 | -1.0 | -6.0 | -1.7 | 8.2 | -1.2 | ·
CCOc1ccc(-n2nnnc2SCC(=O)N2CCOCC2)cc1 | -1.2 | 0.4 | -0.6 | -1.3 | 0.1 | -1.2 | 0.9 | -1.3 | 7.8 | -0.6 | 1.6
CSc1nc2nc3c(cc2c(=O)n1-c1ccccc1)COC(C)(C)C3 | -5.7 | -0.6 | -0.3 | -1.5 | 0.3 | -1.2 | 1.8 | -1.8 | 3.9 | -1.0 | 0.2
Cc1ccc(C(=O)/C=C/c2ccc3c(c2)OCCO3)c(O)c1 | -7.5 | 0.9 | 13.9* | 5.2 | 6.5 | -1.0 | -8.0 | -0.6 | -3.6 | 1.2 | 1.3
Fc1ccc(-n2cnnn2)c(F)c1 | 2.1 | -0.6 | -2.6 | -2.4 | 4.5 | -1.1 | -6.2 | -1.5 | 9.3 | 1.2 | 0.0
Cc1ccc(-c2ccc(=O)n(CC(=O)Nc3ccc4c(c3)OCCO4)n2)cc1 | -7.0 | -1.1 | -2.2 | -2.0 | -1.0 | -1.4 | -0.4 | -1.6 | -7.7 | -0.3 | 1.2
CS(=O)(=O)N(Cc1ccc(C(=O)NC2CCCCC2O)cc1)c1ccccc1 (stereo unspecified) | -0.6 | -0.4 | 0.8 | 1.0 | -1.0 | 0.4 | -3.2 | -0.4 | 5.1 | 0.1 | -0.4
Cc1ccc(S(=O)(=O)N2CCN(CCC#N)CC2)cc1 | -4.7 | 0.1 | 0.4 | 2.3 | 0.8 | 0.1 | 0.7 | -2.0 | 0.9 | -0.2 | 0.5
COc1cccc(CC2(CO)CCCN(Cc3ccccc3-c3ccco3)C2)c1 (stereo unspecified) | -6.9 | -0.1 | -3.2 | -1.6 | -1.5 | -0.6 | -1.6 | -1.0 | -8.1 | -0.1 | -0.2
O=C1CCSC2=C1SCc1sccc12 | -2.0 | 0.5 | 5.3 | -2.7 | · | -0.6 | -8.4 | -0.3 | 9.9 | 2.2 | ·
COc1ccccc1C(=O)NNC(=O)C(=O)Nc1cccc(Cl)c1C | -12.6 | 0.1 | -1.5 | -4.5 | -0.3 | -1.0 | 4.2 | -0.1 | 12.1 | 2.9 | 1.2
COC(=O)c1cc(NS(=O)(=O)c2ccc(C)c3ccccc23)ccc1N1CCOCC1 | -10.9 | 0.0 | 1.4 | -3.9 | 2.2 | 2.6 | 2.2 | -0.3 | -14.1 | -1.6 | 1.1
COc1ccc(-c2nc3ccc(Cl)cn3c2CC(C)(C)C)cc1OC | 3.3 | -0.6 | -2.3 | 2.4 | · | 0.9 | 1.4 | -1.0 | -1.4 | 0.1 | ·
O=C1NC2(CCCCC2)C(=O)N1/N=C/c1ccccc1Br | -6.3 | 0.9 | 1.6 | 1.9 | 2.4 | -1.7 | 3.3 | -0.7 | -5.1 | 0.7 | 0.2
C=CCNC(=O)c1onc(CSc2ccccc2)c1C(=O)O | 0.9 | -0.1 | -0.4 | 0.6 | 1.4 | 1.1 | 1.0 | -1.3 | 4.9 | -1.6 | 0.0
O=C(Nc1ccccc1C(=O)N1CCOCC1)C1CC(=O)N(c2ccc(F)cc2)C1 (stereo unspecified) | -5.7 | -0.4 | 0.7 | -2.3 | 0.7 | -2.8 | 3.9 | -0.6 | -5.5 | -0.5 | 0.8
CCOc1ccc(CCNC(=O)C2CC(=O)N(CCc3ccccc3)C2)cc1OCC (stereo unspecified) | -4.8 | 0.0 | 0.5 | -0.5 | -2.5 | -1.2 | -4.1 | -1.3 | 0.8 | -1.0 | 1.2
COc1ccc2c(c1)/C(=C\c1cccc(/C=C3/C(=O)Nc4ccc(OC)cc43)n1)C(=O)N2 | 1.7 | -5.3 | -11.1 | -3.5 | -13.8 | -16.5 | 3.9 | -2.3 | -13.6 | -5.2 | -5.0
Oc1ccc(NCc2cccc(OCc3ccccc3)c2)cc1 | -47.1 | -0.6 | -3.5 | -0.2 | 0.5 | -10.9 | 3.0 | -1.8 | -0.4 | -1.1 | -0.1
CCOCCOC(=O)c1cccc2c1-c1ccccc1C2=O | -1.9 | 0.0 | -2.5 | 0.9 | 0.5 | -1.3 | 4.5 | -0.6 | -1.8 | -2.5 | 1.2
COc1ccc2cc(CCNS(=O)(=O)c3c(C)cc(C)cc3C)c(=O)[nH]c2c1 | -4.8 | 0.1 | -0.9 | 3.2 | -2.6 | -1.9 | -0.6 | -1.2 | -14.1 | 2.5 | -0.4
c1ccc(Cn2c(-c3cncs3)nc3ccccc32)cc1 | -1.4 | -0.2 | 0.9 | 0.6 | 3.0 | 3.6 | -3.5 | -0.6 | 1.5 | 1.1 | 0.2
CCN(CC)C(=O)N1CCC(NC(=O)Cc2ccccc2)CC1 | 8.1 | -0.4 | -1.1 | -4.0 | 2.1 | -0.6 | 1.6 | -0.7 | -1.4 | -0.5 | 2.3
